# Assay outcomes as filed in PubChem BioAssay.
# ADAM17 inh: inhibitors of human ADAM17; P78536; recombinant ADAM17, EDANS/DABCYL FRET peptide cleavage; inhibition, % at 6.95 µM; 370,000 compounds, 0.83% hits; AID 720648;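 active = inhibition above the mean of compounds lying between control limits plus 3 SD, set per campaign, cut at about 8.5% in these data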;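 also: 0% = DMSO-only wells as the low control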
# Target sequence (P78536 215-824 limits assumed): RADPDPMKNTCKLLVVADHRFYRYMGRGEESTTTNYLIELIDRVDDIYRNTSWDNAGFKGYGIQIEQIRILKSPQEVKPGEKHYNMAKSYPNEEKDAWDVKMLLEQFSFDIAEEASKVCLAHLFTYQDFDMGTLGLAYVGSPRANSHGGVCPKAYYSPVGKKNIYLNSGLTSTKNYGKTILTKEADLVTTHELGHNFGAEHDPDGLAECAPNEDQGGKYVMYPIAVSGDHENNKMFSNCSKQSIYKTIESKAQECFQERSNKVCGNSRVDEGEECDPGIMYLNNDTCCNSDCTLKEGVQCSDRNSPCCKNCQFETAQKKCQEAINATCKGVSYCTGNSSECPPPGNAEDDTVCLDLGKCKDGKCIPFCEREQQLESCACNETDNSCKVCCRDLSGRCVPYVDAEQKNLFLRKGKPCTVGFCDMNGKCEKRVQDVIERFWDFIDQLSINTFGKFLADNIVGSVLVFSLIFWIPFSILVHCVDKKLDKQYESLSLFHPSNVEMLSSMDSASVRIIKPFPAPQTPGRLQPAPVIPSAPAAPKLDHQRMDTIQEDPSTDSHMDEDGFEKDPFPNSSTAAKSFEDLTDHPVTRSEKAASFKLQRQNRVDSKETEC
# ADAM10 inh: inhibits human ADAM10. O14672. recombinant ADAM10, EDANS/DABCYL FRET peptide cleavage, 3 h. inhibition, % at 7 µM. 370,000 compounds, 0.62% hits. AID 720582;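 active = inhibition above a per-campaign cutoff equal to the mean of compounds falling between control-based bounds plus 3 SD, cut at about 20% in these data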;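 also: 0% = DMSO wells while the 100% control is not disclosed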
# hgDAF-12 ag: activates the H. glycines DAF-12 receptor ligand-binding domain; HEK293 GAL4-hgDAF12 UAS-luciferase reporter, agonist luminescence; normalized to butyrate control; AID 687014; 370,000 compounds, 1.8% hits; activation, % at 6.8 µM;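 active = activation above a cutoff set at the mean of all screened compounds plus 3 SD, cut at about 10% in these data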;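 also: 0% = DMSO wells and 100% = sodium butyrate wells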
# DAX1 inh-1: inhibitors of DAX1 repression of SF-1 activated StAR promoter. HEK293T StAR-luciferase reporter, SF-1/DAX-1 repression relief. inhibition, % at 6.8 µM. 370,000 compounds, 1.1% hits. AID 652010;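 active = inhibition above the mean over all tested compounds plus 3 SD, cut at about 3.6% in these data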;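 also: 0% = DAX-1 cells with DMSO and 100% = cells lacking DAX-1 with DMSO; higher inhibition means more luminescence from relief of DAX-1 repression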
# DAX1 inh-2: inhibitors of human orphan nuclear receptor DAX1 (NR0B1) | P51843 | AID 504766 | HEK293 Gal4-DAX1 luciferase reporter, luminescence | inhibition, % at 6.75 µM | 340,000 compounds, 0.99% hits;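 active = inhibition above the mean over all tested compounds plus 3 SD, cut at about 4.2% in these data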;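 also: 0% = DAX1-transfected cells with DMSO and 100% = empty-vector control cells with DMSO; inhibition shows as a rise in luminescence from relieved DAX1 repression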
# Target sequence (P51843 207-470 limits assumed): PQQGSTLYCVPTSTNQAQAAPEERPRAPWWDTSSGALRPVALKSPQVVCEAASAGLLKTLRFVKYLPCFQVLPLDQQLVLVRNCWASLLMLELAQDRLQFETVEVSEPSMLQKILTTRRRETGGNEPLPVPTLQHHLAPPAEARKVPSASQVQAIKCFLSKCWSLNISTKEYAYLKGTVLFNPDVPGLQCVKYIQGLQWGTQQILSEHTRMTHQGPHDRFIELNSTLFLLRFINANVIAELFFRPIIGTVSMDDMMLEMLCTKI
# PG9 Ab binder: binds the HIV-1 gp120 antibody PG9; inhibition, % at 6.7 µM; AID 624416; 360,000 compounds, 0.43% hits; TR-FRET gp120-PG9 antibody binding; in the data active = inhibition above about 8.5%
# hcDAF12 agonist: activates DAF-12 receptor from parasite H. contortus | HEK293 hcDAF-12 lit1-tk-luc reporter, luminescence; 0% DMSO, 100% Δ7-dafachronic acid | activation, % at 6.8 µM | 370,000 compounds, 1.4% hits;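 active = activation above the mean of all tested compounds plus 3 SD, cut at about 5.5% in these data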;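 also: 100% = response to 3 µM Δ7-dafachronic acid high control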
# GC-A act: GC-A (human) enzyme activation | P16066 | HEK293 GC-A cells, cGMP TR-FRET, EC30 ANP; 0% at EC30 ANP, 100% saturating ANP | activation, % at 10 µM | 370,000 compounds, 0.14% hits; in the data active = activation above about 40%
# SMARCA2 act: SMARCA2 function activation, primary screen | MG213 cells, MMTV-luciferase reporter, dexamethasone, overnight | activation, % at 9.1 µM | 370,000 compounds, 1% hits | AID 652017; in the data active = activation above about 7.8%;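 also: 0% = vehicle wells and 100% = reference activator wells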
# ssDAF12 agonist: activates DAF-12 receptor from parasite S. stercoralis; AID 652126; 370,000 compounds, 1% hits; activation, % at 6.8 µM; HEK293 ssDAF-12/GRIP1 lit1-tk-luc reporter, luminescence; % of 3 µM dafachronic acid response;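 active = activation above the mean over all tested compounds plus 3 SD, cut at about 0.9% in these data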;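 also: 0% = DMSO-only wells and 100% = 3 µM delta7-dafachronic acid wells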
# GAA850 FXN act: frataxin GAA850 promoter activation; HEK293 lucGAA850 FXN promoter luciferase reporter, 24 h; percent of 10 µM SAHA response; activation, % at 6 µM; 360,000 compounds, 0.56% hits;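 active = activation above the average of all compounds screened plus 3 SD, cutoff fixed separately per campaign, cut at about 7.5% in these data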;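 also: 0% = DMSO wells and 100% = 10 µM SAHA wells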
# Numbers without * were called inactive; . = no result given.
SMILES,ADAM17 inh,ADAM10 inh,hgDAF-12 ag,DAX1 inh-1,DAX1 inh-2,PG9 Ab binder,hcDAF12 agonist,GC-A act,SMARCA2 act,ssDAF12 agonist,GAA850 FXN act
CC(CN1CCCC1)OC(=O)c1ccc(Br)cc1 (centres undefined),1.9,4.6,-1.1,0.1,-0.5,1.3,0.6,2.4,-2.1,-1.2,0.7
OCC[C@H]1C[C@@H](O)[C@H](O)[C@@]2(CCc3ccccc3O2)O1,0.5,1.2,0.7,0.6,0.3,0.3,-1.3,0.9,-1.2,-0.6,0.8
CCNC(=O)N1CCN(c2ccc(N3CCN(C(=O)NCC)[C@@H](C)C3)c(C)c2)[C@H](C)C1,-4.5,-13.4,0.4,0.1,.,-1.3,-0.5,1.6,-3.9,-1.0,.
COc1ccc(C2=C(SC)CC2=NC(C)(C)C)cc1,-5.0,-1.4,0.9,-0.2,3.1,-0.9,-1.7,1.4,0.9,-1.1,2.1
CC1CN(C(=O)c2ccc(N3CCCCC3)c([N+](=O)[O-])c2)CC(C)O1 (centres undefined),-3.3,-3.0,-2.1,0.2,1.1,-0.5,0.1,-0.2,-1.5,-1.4,-2.0
COCc1nc(-c2cc(Br)ccc2OC)no1,-0.7,3.2,-1.8,-0.3,0.3,-0.7,-0.7,2.1,1.6,-0.5,0.9
CCNc1nc(NCc2ccccc2)nc(SCC(=O)Nc2ccccc2)n1,2.1,1.2,0.9,-0.4,-0.8,-1.0,-1.7,3.9,-4.3,-1.7,0.3
CCOc1ccccc1OCCCC(=O)Nc1ccc(OC)nc1,-2.0,0.3,-1.7,0.3,-1.2,-1.5,-0.7,-7.5,-2.3,-0.2,0.8
O=C(CSc1nnc(-c2ccncc2)n1CC1CCCO1)Nc1nccs1 (centres undefined),-4.2,-1.4,0.6,0.3,-1.1,0.2,-1.2,2.0,1.1,0.5,0.7
COc1cc(NC(=O)c2ccco2)c(OC)cc1NC(=O)CSc1nnc(-c2cccs2)n1C,2.0,12.6,-1.9,-1.7,-2.2,1.2,-2.0,-1.4,0.7,-1.2,-0.4
CCCCn1c(N)c(N(CC(C)C)C(=O)c2oc3ccc(Br)cc3c2C)c(=O)[nH]c1=O,-3.3,-6.0,-2.8,-1.2,0.6,-1.7,1.3,-3.0,-0.2,-1.2,-1.0
Cc1ccc(C(=O)c2ccccc2C(=O)O)cc1C,-4.0,0.5,1.2,0.0,-0.5,0.1,-0.7,-0.2,-2.5,-1.6,0.6
Cc1ccc(CCNC(=O)CSCc2ccc(F)cc2)cc1,0.0,0.5,1.4,-0.5,-0.5,-0.2,-1.2,0.2,2.1,-1.3,1.4
CCNc1ccc(C(=O)OCC(=O)NC(=O)NCC(C)C)cc1[N+](=O)[O-],-0.7,-8.3,-0.3,0.2,-0.3,0.1,1.2,0.7,-4.3,-1.5,-0.6
O=C(NCCOc1ccccc1)C1CCC(=O)N(CCCN2CCCC2=O)C1 (centres undefined),3.2,0.7,0.5,1.4,0.9,-2.4,1.1,3.5,-0.4,-0.8,-0.1
OCCNC1=NCCN1,-0.3,-2.2,0.9,0.8,-0.5,-2.1,-0.3,2.1,2.9,-0.7,1.5
COc1cccc(CN(C)C(=O)c2cccc(OCc3ccccc3)c2)c1,3.3,2.6,0.3,0.1,3.2,-0.7,-0.9,-5.1,-3.6,-0.8,-1.2
N=C1C(=O)OCC1c1cc(Cl)ccc1NC(=O)Nc1ccccc1 (centres undefined),-4.6,-10.7,2.4,-0.5,-1.4,1.1,0.4,-0.1,-1.1,-1.6,-1.9
CCCCCn1c(=O)[nH]c2cc(C(=O)NCCN3CCOCC3)ccc2c1=O,-9.6,-36.6,5.2,-0.8,0.1,1.4,-1.9,0.0,-3.7,-1.6,0.2
O=C(NCCCN1CCOCC1)c1c(-c2ccccc2)sc2ccccc12,-5.4,-18.0,0.7,-1.0,-1.2,-1.9,-0.8,-2.6,-2.7,-0.6,-2.9
COc1ccc(NS(=O)(=O)c2cc(NC(=O)/C=C/c3cc(OC)c(OC)c(OC)c3)ccc2N2CCCCC2)cc1,1.5,-17.9,1.6,-0.3,-1.6,-0.4,-3.3,0.4,-3.1,-1.7,3.0
CC1CCCCC1NC(=O)CSc1nnc(-c2ccncc2)n1CCCN(C)C (centres undefined),2.0,3.6,-1.8,0.1,-0.6,-1.8,1.1,-0.1,0.0,-0.7,2.8
COc1cccc(NC(=O)N2CCC(C(N)=O)(N3CCCCC3)CC2)c1,-0.6,4.5,0.9,0.3,0.6,0.6,-0.5,4.5,3.5,-1.5,1.3
CCc1nc2ccc(C(=O)Nc3ccc(OC)c(OC)c3)cn2c1N(C)Cc1ccc(OC)cc1,0.3,2.7,-1.8,-2.1,.,0.8,-1.3,4.1,0.9,-1.9,-2.3
COc1ccccc1NC(=O)c1cc2ccccc2o/c1=N\O,-4.8,-0.7,7.7,0.4,0.7,0.2,1.3,8.9,6.9,0.6,2.8

# Arranged by length of the SMILES (ascending): some entries from above.
SMILES,ADAM17 inh,ADAM10 inh,hgDAF-12 ag,DAX1 inh-1,DAX1 inh-2,PG9 Ab binder,hcDAF12 agonist,GC-A act,SMARCA2 act,ssDAF12 agonist,GAA850 FXN act
COCc1nc(-c2cc(Br)ccc2OC)no1,-0.7,3.2,-1.8,-0.3,0.3,-0.7,-0.7,2.1,1.6,-0.5,0.9
COc1ccccc1NC(=O)c1cc2ccccc2o/c1=N\O,-4.8,-0.7,7.7,0.4,0.7,0.2,1.3,8.9,6.9,0.6,2.8
CC1CCCCC1NC(=O)CSc1nnc(-c2ccncc2)n1CCCN(C)C (centres undefined),2.0,3.6,-1.8,0.1,-0.6,-1.8,1.1,-0.1,0.0,-0.7,2.8

# The listing continues:
SMILES,ADAM17 inh,ADAM10 inh,hgDAF-12 ag,DAX1 inh-1,DAX1 inh-2,PG9 Ab binder,hcDAF12 agonist,GC-A act,SMARCA2 act,ssDAF12 agonist,GAA850 FXN act
CC(=O)c1ccc(N2CCN(C(=O)c3ccc(NC(=O)C4CCCO4)cc3)CC2)cc1 (centres undefined),-2.4,-10.5,0.4,-1.2,4.1,-0.2,-0.7,-1.5,-1.2,-1.1,2.4
CCc1nn(CC(=O)NCCCN2CCOCC2)c(=O)c2cc3sccc3n12,-5.8,1.4,-0.3,0.0,0.5,-1.1,-2.9,-1.2,-2.0,-1.1,1.3
NS(=O)(=O)c1ccc(Cl)cc1[N+](=O)[O-],-5.4,-5.8,0.2,-0.1,0.5,-2.4,3.0,4.7,2.5,-0.6,-1.5
Cc1ccc(OCCNC(=O)Cc2ccc(S(=O)(=O)N3CCOCC3)s2)cc1,-0.4,-6.9,-0.6,-0.1,0.0,-0.3,-3.0,3.3,0.6,-1.2,0.8
CCc1ccc(NC(=O)CCCN2C(=S)NC(C)(C)CC2C)cc1 (centres undefined),-0.2,8.4,-1.2,0.2,0.2,-0.5,-0.5,3.8,-2.8,-2.2,1.4
CSc1ccccc1NC(=O)CSc1nnc(Cc2ccccc2)o1,1.1,1.1,-1.2,0.0,0.2,0.7,0.5,1.8,1.1,-1.2,2.3
NC(=O)C1=C[C@H](c2ccccc2)C[C@H](OCc2ccc(CO)cc2)O1,-6.8,-4.8,1.1,-0.1,1.0,1.4,0.8,1.0,3.3,-0.7,2.7
O=S(=O)(c1ccccc1)c1nc(-c2ccccc2Cl)oc1NCCN1CCOCC1,-87.7,5.4,-2.9,-1.1,1.3,-2.8,-3.1,0.4,-2.4,-1.2,-2.1
Cc1nc2cc(NC(=O)Nc3nccs3)ccc2n1C,-2.3,5.4,11.2*,4.6*,1.4,-1.7,4.1,4.0,3.4,0.4,3.8
CC1CC(C)CN(C(=O)Cn2nnc(-c3ccccc3)n2)C1 (centres undefined),-2.2,-5.9,0.1,0.1,-0.6,0.3,1.5,-2.8,-1.8,-0.5,-1.6
O=S1(=O)c2c(cccc2N2CC[C@H](O)C2)O[C@H]2CCN1C2,-4.9,-9.1,0.4,-1.4,.,.,0.0,-1.7,0.3,-0.7,.
Cc1ccc(C)c(NC(=O)Cn2cc(C(=O)C3CC3)c3ccccc32)c1,-3.6,-0.1,-2.1,-0.7,-1.2,0.1,1.8,-2.3,-3.2,-0.4,1.8
Cc1ccccc1NCC(=O)N/N=C\c1ccc2c(c1)OCO2,-4.3,-1.3,-0.3,-0.2,0.6,-0.2,2.0,-2.1,-1.9,-1.0,0.3
Cc1ccc(C(=O)NNC(=O)C2CCN(c3ncccn3)CC2)cc1,-7.1,-28.0,-1.3,0.1,0.3,0.1,-1.7,5.8,-1.1,-1.2,1.6
Cc1ccc(-n2nnnc2SCC(=O)Nc2ncc(Cc3ccccc3Cl)s2)cc1,-0.3,-3.6,-0.3,-0.5,1.5,-0.8,-0.3,-0.6,-2.3,-1.7,-0.6
CC(C)NC(=O)N(C)C[C@@H]1Oc2c(NS(=O)(=O)c3ccccc3)cccc2C(=O)N([C@@H](C)CO)C[C@@H]1C,-2.1,5.3,-1.5,0.1,0.7,-0.5,-0.7,4.2,0.9,-1.2,-1.1
CCCCn1c(N)c(N(CCOC)C(=O)CCNC(=O)NC23CC4CC(CC(C4)C2)C3)c(=O)[nH]c1=O,-5.5,-27.1,0.0,-0.4,-0.4,-1.0,-1.4,2.2,-0.2,-1.4,-0.6
Brc1ccccc1/C=N/Nc1ccc2ccccc2n1,-0.7,-0.7,25.2*,3.2,1.6,0.6,11.5*,-4.0,0.1,2.5*,4.2
Cc1nn(-c2ccccc2)c(Cl)c1C(=O)Nc1nnc(C2CCCC2)s1,-1.7,3.1,0.5,0.0,-0.7,0.5,-0.1,0.3,-4.2,-0.6,-2.0
CC(C)(C)NC(=O)COC(=O)c1ccccc1Oc1ccccc1,-4.6,0.6,-1.9,0.7,-0.4,1.1,-0.6,-0.1,0.5,-0.8,2.4
COc1ccc(NS(=O)(=O)c2ccc(N3CCOCC3)c(NC(=O)c3ccc(F)cc3)c2)cc1,4.8,13.9,3.9,-0.9,-0.5,-0.9,-1.9,-4.4,5.7,-2.0,-3.3
COCc1c(C(=O)OCC(=O)c2c(N)n(CC(C)C)c(=O)n(C)c2=O)oc2ccccc12,3.1,1.3,-3.7,-2.0,-2.2,-1.0,-3.2,-1.2,-3.1,-2.0,-1.6
CC[C@]12c3[nH]c4ccccc4c3CCN1C(=O)C(CC(=O)NCc1cccc(C(F)(F)F)c1)C[C@@H]2C(=O)N1CCN(C(=O)C2CC2)CC1 (some centres undefined),-0.1,-22.6,0.6,-0.7,-0.7,-0.6,-0.1,4.4,1.9,-1.1,-5.5
O=C(NCC(c1cccs1)N1CCOCC1)c1cc(F)cc(F)c1 (centres undefined),-1.2,-2.4,5.2,-5.2,-2.8,0.6,0.5,3.3,-3.3,-1.3,-4.8
CC(C)c1ccc(C(=O)N2CCOCC2c2cc(C(=O)Nc3ccccc3)no2)cc1 (centres undefined),-2.8,-6.5,1.0,0.2,.,-0.7,-1.1,1.3,0.6,-0.9,2.4
COc1cccc(C(=O)N/N=C/c2ccc(Oc3ccc([N+](=O)[O-])cn3)c(OC)c2)c1,1.2,-2.0,0.2,-1.2,-0.3,-0.4,0.7,1.1,-2.8,-2.0,-2.5
